Screening results deposited in PubChem by several laboratories.
Wnt bcat act – Wnt/beta-catenin pathway activation | Wnt/beta-catenin reporter cell assay, activator, plate reader | activation, % at 9.35 µM | 300,000 compounds, 1.2% hits | AID 743398; in the data active = activation above about 30%, passing the limit was not always enough; inconclusive = no clear call, values can overlap the other calls;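 also: 0% = neutral control wells and 100% = positive control wells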
E coli growth – counter-screen for AddAB inhibitors: E. coli growth inhibition | E. coli V3065 growth, OD600 absorbance, 18 h | inhibition, % at 11.9 µM | 330,000 compounds, 0.27% hits;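 active = inhibition above the campaign's mean inhibition across all tested compounds plus 3 SD, cut at about 9.9% in these data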;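 also: uninfected addAB+ strain grown without phage in ampicillin broth; 0% = DMSO wells and 100% = ciprofloxacin 0.95 µg/ml wells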
SR-BI DiI-HDL act – enhances SR-BI lipid uptake from DiI-HDL; AID 504775; activation, % at 12.5 µM; 320,000 compounds, 0.096% hits; CHO ldlA[mSR-BI] cells, DiI-HDL uptake fluorescence, 3 h; 100 = double the neutral-control signal;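 active = mean replicate activation of at least 60% and every replicate at or above 60%; inconclusive = mean or all-replicate condition met, but not both; inactive = mean below 60% and not all replicates reaching 60%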;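 also: 0% = median plate neutral-control signal and 100% = twice that signal; values of inactives mirror those of a sister screen read the other way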
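Material: SR-BI-overexpressing, LDLR-lacking CHO cells | Dosing: Single compound concentration, delivered by pin transfer | Probe or stimulus: Labelled HDL, 10 µg/mL | Signal: Bottom-read cell fluorescence after medium removal, ex 550/em 595 nm | Schedule: 3 h, 37 °C | Evaluation: HDL uptake via cellular fluorescence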
SR-BI HDL uptake – inhibitors of mouse SR-BI mediated HDL lipid uptake. AID 488896. Q61009. 320,000 compounds, 0.96% hits. inhibition, % at 12.5 µM. ldlA[mSR-BI] CHO cells, DiI-HDL uptake fluorescence, 3 h;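 active = mean replicate inhibition of at least 70% and a set share of replicates each scoring 70 or more; inconclusive = meets just one of the two criteria; inactive = fails both criteria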;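 also: 0% = median of neutral control wells and 100% = median of positive control wells; values of inactives mirror those of a sister screen read the other way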
Target sequence (Q61009 whole entry, looked up): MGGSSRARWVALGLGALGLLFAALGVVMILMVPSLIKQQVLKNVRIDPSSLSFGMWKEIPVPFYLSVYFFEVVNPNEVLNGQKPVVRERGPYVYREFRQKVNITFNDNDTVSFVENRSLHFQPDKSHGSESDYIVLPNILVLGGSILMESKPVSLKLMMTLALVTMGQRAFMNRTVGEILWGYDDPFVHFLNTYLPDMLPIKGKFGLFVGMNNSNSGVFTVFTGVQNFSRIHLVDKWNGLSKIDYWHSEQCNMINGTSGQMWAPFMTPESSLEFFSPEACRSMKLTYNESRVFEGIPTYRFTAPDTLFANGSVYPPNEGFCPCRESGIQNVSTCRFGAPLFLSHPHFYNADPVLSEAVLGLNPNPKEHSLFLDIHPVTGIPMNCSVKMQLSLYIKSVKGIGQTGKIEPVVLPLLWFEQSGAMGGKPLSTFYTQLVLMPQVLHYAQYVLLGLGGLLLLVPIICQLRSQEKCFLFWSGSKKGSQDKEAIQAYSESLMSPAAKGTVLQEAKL
CAL PDZ FP-1 – CAL PDZ (human) peptide binding inhibition | purified CAL PDZ, TMR-peptide fluorescence polarization, 1 h | inhibition, % at 24.9 µM | 300,000 compounds, 0.92% hits | AID 602252 | Q9HD26;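 active = mean inhibition of at least 30% with at least half of replicates also reaching 30%; inconclusive = no clear call, values can overlap the other calls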;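 also: 0% = DMSO neutral control and 100% = excess unlabeled competitor peptide PRC23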
Tat transport – blocks Tat-dependent protein export in E. coli; E. coli MC4100 TorA-mCherry Tat export, fluorescence; inhibition, % at 10 µM; 340,000 compounds, 0.036% hits; AID 488895;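 active = mean replicate inhibition at least 50% and at least half of replicates individually reaching 50%; inconclusive = only one of the two criteria met; inactive = neither criterion met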;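 also: exported cargo escapes ClpAP degradation while cytoplasmic cargo is degraded and loses fluorescence; 0% = median of neutral control wells and 100% = median of NaSCN control wells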
CAL PDZ FP-2 – human CAL PDZ-peptide interaction inhibition; Q9HD26; inhibition, % at 20 µM; 330,000 compounds, 0.02% hits; purified CAL PDZ, TMR-peptide fluorescence polarization, 1 h; AID 504414;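 active = highest replicate inhibition of at least 40%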;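 also: plate controls were DMSO neutral control wells for no effect and unlabeled competitor peptide control wells for full effect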
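material = purified tagged CAL PDZ domain construct (CerCALP) | compound dosing = 20 µM, one dose | times = 1 h at RT | measured by = fluorescence polarization from S- and P-plane intensities, G-factor corrected | read-out = inhibition from polarization loss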
phage Ecoli inh – E. coli growth loss with phage present. growth absorbance. inhibition, % at 11.9 µM. 360,000 compounds, 0.26% hits. AID 651602; in the data active = inhibition above about 11%
AddAB inh – less growth of phage-infected E. coli with AddAB. E. coli expressing H. pylori AddAB, absorbance growth. inhibition, % at 11.9 µM. 330,000 compounds, 0.29% hits. AID 435030; in the data active = inhibition above about 12%;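 also: 0% = vehicle wells of infected cells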
MITF TRPM1 HTS – MITF TRPM1 promoter activation in melanoma cells | SK-MEL-5 TRPM1-promoter luciferase, 24 h; % of positive control, neutral wells = 0 | 300,000 compounds, 0.75% hits | AID 588334 | activation, % at 12.5 µM;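 active = mean activation of at least 80% with every replicate also reaching 80%; inconclusive = mean reaches 80% but some replicate falls short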;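 also: 0% = neutral control wells and 100% = parthenolide positive control wells; values of inactives mirror those of a sister screen read the other way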
* marks the source's active call; other numbers are inactive results; u = inconclusive; x = not tested or not shown.

nr | smiles | Tat transport | AddAB inh | CAL PDZ FP-1 | SR-BI DiI-HDL act | Wnt bcat act | SR-BI HDL uptake | CAL PDZ FP-2 | E coli growth | MITF TRPM1 HTS | phage Ecoli inh
1 | COc1nc(-c2ccccc2)ccc1-c1noc(-c2cccnc2)n1 | -1 | -3.3 | -2 | 16 | x | -16 | -0.8 | -2.0 | 46 | 1.3
2 | Cc1c(Cl)c(C(F)(F)F)nn1CC(=O)NCc1ccccc1 | -2 | 1.3 | 0 | 25 | x | -25 | -3.3 | 0.1 | 2 | 0.5
3 | Cn1c(NCc2ccco2)nc2c1c(=O)n(Cc1ccc(Cl)cc1)c(=O)n2C | 4 | 4.0 | -5 | -11 | x | 11 | -1.3 | -1.6 | -8 | 1.0
4 | COc1ccc2oc(=O)c(C(=O)NCc3ccc4c(c3)OCO4)cc2c1 | -15 | 1.9 | -2 | -1 | -1 | 1 | -1.3 | 2.2 | -8 | 0.9
5 | O=C(COC(=O)/C=C/c1ccccc1)NCc1ccccc1Cl | -9 | 3.4 | 0 | 23 | -11 | -23 | -0.9 | -3.0 | -7 | 4.4
6 | Cc1nc(S/C(=C/c2ccc(-c3ccc(C(=O)O)cc3)o2)C(=O)O)n[nH]1 | 2 | 1.6 | -2 | x | -2 | x | 16 | -2.6 | 10 | 2.5
7 | COc1ccc(Cn2c(-c3ccc(C)cc3)nc3c(c(=O)c4ccccc4n3C)c2=O)cc1 | 1 | 2.7 | -2 | 2 | -2 | -2 | -2.4 | -1.8 | 5 | 3.2
8 | Cc1ccc(S(=O)(=O)CCC(=O)Nc2nc(-c3ccncc3)cs2)cc1 | 0 | 0.6 | -2 | -5 | -3 | 5 | -2.8 | 1.4 | 1 | -0.1
9 | Cc1cccc(NC(=S)NCC(c2cccnc2)N(C)C)c1 (centres undefined) | -3 | 3.0 | -1 | 27 | x | -27 | -2.5 | 1.0 | -21 | 0.8
10 | CCOC(=O)c1ccc(-n2c(CCC(=O)O)ccc2-c2cccs2)cc1 | 1 | 0.0 | -2 | 22 | 1 | -22 | -1.9 | -1.8 | 27 | 4.7
11 | O=C(Cc1c[nH]c2ccccc12)N[C@@H](Cc1c[nH]c2ccccc12)C(=O)O | -5 | -0.6 | -5 | -5 | 3 | 5 | 0.8 | 0.7 | 4 | -1.1
12 | CCOc1ccnc2c1c(=O)n(Cc1cc(OC)cc(OC)c1)c(=O)n2C | -7 | 5.2 | -5 | -15 | -2 | 15 | -2.4 | 1.4 | -8 | -0.6
13 | Cc1cccnc1CN1CCN(C(=O)c2cc(COc3ccc4ncccc4c3)on2)CC1 | 7 | -2.2 | -3 | -12 | -5 | 12 | -2.3 | -0.8 | -6 | 1.5
14 | CCOc1ccc(NC(=O)CSc2nnc(Cc3ccccc3)c(=O)n2N)cc1 | -8 | -0.9 | -2 | 0 | -1 | 0 | -2.2 | 0.7 | 10 | -0.6
15 | O=C(NCCCn1ccnc1)/C(=C/c1ccccc1)NC(=O)c1ccccc1 | 3 | -2.0 | 2 | 27 | -1 | -27 | -0.7 | -2.5 | -5 | -2.0
16 | COc1ccc(Cl)cc1S(=O)(=O)n1ccnc1 | 1 | 0.0 | -2 | 15 | -1 | -15 | 0.1 | -2.6 | x | 1.9
17 | CCc1ccc(S(=O)(=O)Nc2nccs2)cc1 | 6 | 2.5 | 1 | 12 | -1 | -12 | -0.9 | -0.7 | x | 3.2
18 | CCn1nnc(NC(=O)COc2ccc([N+](=O)[O-])cc2)n1 | 3 | 3.5 | -3 | x | 5 | x | -2.6 | 2.1 | 12 | 2.5
19 | CCN(CC)S(=O)(=O)c1cccc(NC(=O)c2ccc(-n3nc(C)cc3C)cc2)c1 | 3 | 0.9 | -1 | -71 | -2 | u | -2.1 | 0.7 | -23 | 1.5
20 | CCCCC(CC)CNC(=O)C(=O)C1C(=O)Nc2ccccc21 (centres undefined) | -8 | 0.6 | x | 18 | -1 | -18 | -0.7 | -0.2 | -6 | 3.8
21 | O=C(c1cnccn1)N(Cc1ccco1)C1(C(=O)NC2CCCC2)CCCCC1 | 2 | -0.9 | 1 | -4 | 2 | 4 | 1.1 | -1.3 | 3 | 1.8
22 | Fc1ccc(-c2csc3ncnc(N4CCN(c5ccccc5)CC4)c23)cc1 | 7 | 6.0 | -2 | -13 | -6 | 13 | 0.5 | -1.6 | 1 | 3.1
23 | O=C(N/N=C/c1c(O)n(-c2ccccc2Cl)c(=O)c2ccccc12)C1COc2ccccc2O1 (centres undefined) | 0 | 7.9 | 1 | 5 | x | -5 | 1.1 | 3.7 | -1 | x
24 | COc1ccc(N2CCN(C(=O)Cc3ccc(-n4c(=O)[nH]c5ccccc5c4=O)cc3)CC2)cc1 | 23 | 1.8 | -3 | -18 | -4 | 18 | -0.2 | -2.0 | -2 | 2.3
25 | CN(C)c1ccc(C(CNS(=O)(=O)c2ccc3ccccc3c2)N2CCOCC2)cc1 (centres undefined) | 1 | -0.7 | -6 | u | -3 | -65 | 0.1 | -0.8 | -1 | 4.1
26 | CCOc1c(CNc2nnnn2C)cccc1OC | -5 | 1.1 | -1 | 6 | 0 | -6 | -0.5 | 2.4 | 5 | -0.5
27 | CN1CCC(OC(=O)c2cccc(Br)c2)CC1 | -8 | 0.7 | -4 | 0 | x | 0 | -0.2 | 1.6 | x | 2.7
28 | Cc1cc(NC(=O)c2cc(C(C)C)on2)nn1Cc1ccc(Cl)cc1 | 12 | 1.8 | x | -13 | 0 | 13 | -0.5 | 1.4 | 5 | 1.3
29 | Cn1c(NC(=O)c2ccc3c(c2)OCO3)cc(=O)n(C)c1=O | -10 | -0.8 | x | 14 | -5 | -9 | -0.6 | -1.9 | x | 2.1
30 | CCN1CCN(C(c2cccs2)C(C)NC(=O)C(C)C)CC1 (centres undefined) | -3 | 2.0 | x | 22 | 1 | -22 | -0.7 | 1.3 | x | 1.8
31 | NC(=O)C1CCN(C2CC(=O)N(Cc3cccs3)C2=O)CC1 (centres undefined) | -10 | 1.2 | -2 | 25 | -2 | -25 | -0.2 | -3.4 | 2 | 2.4
32 | O=C(N/N=C/c1cccc2ccccc12)c1cccc(F)c1 | -1 | -1.2 | -4 | -38 | 10 | 38 | -5.1 | 1.6 | 70 | 0.9
33 | COc1ccc(-c2c(C(C)=O)c(C)nc3sc4c(=N)n(N)cnc4c23)cc1 | -5 | -1.2 | -4 | 3 | -2 | -3 | -2.5 | -1.6 | -8 | 1.3
34 | O=C(c1cnn(C(=O)c2cccc(S(=O)(=O)N3CCOCC3)c2)c1)c1ccccc1O | 5 | -0.1 | -2 | 8 | -1 | -8 | -1.9 | 0.7 | 12 | 2.2
35 | CCCCNC(=O)C1CCN(S(=O)(=O)N2CCCCCC2)CC1 | 7 | 1.4 | x | 16 | 2 | -16 | -0.6 | -1.6 | 6 | -1.3
36 | Cc1cc(SCC(=O)Nc2ccc3[nH]c(=O)[nH]c3c2)nc2ccccc12 | -6 | 0.1 | -3 | -24 | -7 | 24 | -0.1 | -2.1 | 2 | 1.8
37 | Cc1ccc(CNC(C)(C)CO)cc1 | 13 | 2.1 | 13 | 21 | x | -21 | 1.0 | 0.1 | 11 | 1.9
38 | O=C(NCC1CC1)c1onc(CSc2ccncc2)c1C(=O)NCC1CC1 | -3 | -2.8 | 1 | 6 | 3 | 2 | -0.7 | -5.0 | 7 | 3.4
39 | O=C(Oc1coc(CSc2ncccn2)cc1=O)c1ccc(Br)o1 | -2 | -0.3 | x | 15 | -1 | -15 | -0.2 | -2.1 | -13 | 4.5
40 | Cn1cc([N+](=O)[O-])c(C(=O)Nc2sc3c(c2C#N)CCC3)n1 | -11 | -1.3 | -8 | 24 | -10 | -24 | -1.8 | -1.7 | -66 | -3.0
41 | COc1c(C)cc(S(=O)(=O)N2CCCC2)c(C)c1C | -7 | -0.6 | -1 | -4 | x | 4 | 0.7 | -4.2 | 4 | -2.5
42 | Cc1ccc(NC(=O)C2C3CCC(O3)C2C(=O)O)c(Br)c1 (centres undefined) | 4 | 2.2 | x | -10 | 1 | 10 | -0.3 | 0.3 | -6 | -1.7
43 | COc1cccc(-c2cc(C(=O)N3CCN(c4ccc(F)cc4)CC3)no2)c1 | -3 | 1.6 | -6 | 0 | -2 | 0 | -0.8 | -2.1 | -3 | -1.0
44 | COC(=O)c1cc(NC(=O)CC2SCCNC2=O)cc(C(=O)OC)c1 (centres undefined) | -5 | 4.9 | -8 | 5 | 4 | -5 | -1.1 | 2.5 | -10 | 0.2
45 | O=C(c1ccco1)N1CCN(C(=S)Nc2ccc(F)c(Cl)c2)CC1 | -3 | -0.8 | x | x | -1 | -43 | -1.8 | -1.2 | -4 | 3.1
46 | CCCCN(CCCC)Cc1ccc(C(=O)NNC(=O)Nc2ccccc2)o1 | -2 | -1.8 | 3 | x | 4 | x | -2.1 | -0.6 | 1 | 5.2
47 | O=C(CCC1CCCC1)NNC(=O)c1cccc(Cl)c1 | 13 | 1.9 | 0 | 21 | -3 | -21 | -2.1 | 0.6 | -1 | 3.8
48 | O=C(O)c1ccccc1SSc1ccccc1C(=O)O | 7 | 9.9 | 2 | 41 | -4 | -41 | -0.6 | 13* | -1 | 1.5
49 | O=C(O)Cc1cc(=O)[nH]n(-c2ccccc2)c1=O | 8 | x | -4 | -3 | -2 | 3 | 0.2 | x | 1 | 1.9
50 | O=C(CSc1nc2ccccc2c(=O)n1-c1ccccc1)NC(=O)CN1CCCC1=O | 2 | 0.3 | -3 | 16 | 0 | -16 | 0.2 | 2.5 | 0 | 3.2

Further structures follow:
nr | smiles | Tat transport | AddAB inh | CAL PDZ FP-1 | SR-BI DiI-HDL act | Wnt bcat act | SR-BI HDL uptake | CAL PDZ FP-2 | E coli growth | MITF TRPM1 HTS | phage Ecoli inh
51 | Cc1nnc(N2C(=O)C(O)=C(C(=O)c3ccco3)C2c2cccc3ccccc23)s1 (centres undefined) | 2 | 0.6 | -6 | x | 13 | x | -3.6 | 0.6 | x | -2.0
52 | Cc1ccc(S(=O)(=O)c2ccc(Cl)cc2)cc1S(=O)(=O)NC(C(=O)O)C(C)C (centres undefined) | -3 | 3.7 | -1 | 15 | x | -15 | -3.1 | -0.2 | 1 | 3.6
53 | Cc1nc2ccc(N)nc2nc1C | 3 | x | x | -22 | -3 | 22 | 0.3 | x | -2 | -0.6
54 | CCOC(=O)c1c(C)[nH]c(C(=O)CN2C(=O)NC3(CCCC3)C2=O)c1C | -2 | 0.8 | -2 | -17 | 23 | 16 | -1.1 | -0.3 | 45 | 0.3
55 | COc1ccc(N=C2NN=C(c3c(C)[nH]c4ccccc34)CS2)cc1 | -1 | 0.3 | 0 | -28 | -26 | 28 | 0.0 | 0.8 | -22 | 4.1
56 | CCOC(=O)c1c(NC(=O)COC(=O)c2c(C)noc2C)sc2c1CCC2 | 1 | 1.8 | -3 | -50 | 0 | 50 | 0.3 | 1.6 | 2 | 2.5

Rows were taken by chance, and some 3.6% of all compounds hit somewhere here.
